Pf growth 96h – inhibits malaria parasite growth, 96 h. P. falciparum luciferase reporter growth, 96 h. Potency, µM (highest dose often 28.7 µM), inactives show at the highest dose activity change, negative = inhibition, usual class: inhibitors. actives 6.9% (n = 320,000). AID 504834; also: potency is read from the fitted curve at half-maximal effect; % is scaled to controls: 0 for no effect and ±100 for the full control effect
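Luminescence readout: decreased luciferase signal marks inhibited growth of reporter-expressing P. falciparum in infected red cells (2% hematocrit, 0.05% parasitemia final), exposed to compound two generations (96 h, 37 C, 5% CO2).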
Pf growth 48h – P. falciparum growth inhibition at 48 hours (one generation); actives 5.9% (n = 310,000); AID 504832; Potency, µM (top dose mostly 28.7 µM), for the others: at the highest dose activity change, negative = inhibition, actives largely listed as inhibitors; P. falciparum luciferase growth in erythrocytes, 48 h; also: potency is read from the fitted curve at half-maximal effect; % is scaled to controls: 0 for no effect and ±100 for the full control effect
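Luminescence readout; reporter = integrated firefly luciferase in P. falciparum. RBC culture at 2% hematocrit, 0.1% parasitemia final, 37 C/5% CO2; decreased signal taken as growth inhibition.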
Cycloheximide cs – counter-screen for Shiga toxin inhibitors: cycloheximide protein synthesis inhibition; cell reporter, cycloheximide protein synthesis inhibition counterscreen; max response, %; actives 12% (n = 300,000); AID 2314; in the data active = max response mostly above about 13%, no sharp cut-off; inactive = mostly below about 14%; also: read at 38.3 µM for the half of the compounds with a filed dose; 0% is about no effect
HCV inh – HCV inhibition. AID 651820. actives 3.4% (n = 340,000). Huh7.5.1 HCVcc-Cre infection, luciferase reporter, 44 h. Potency, µM (series often up to 41.8 µM), inactives show at the highest dose activity change, negative = inhibition, actives largely listed as inhibitors; also: potency is read from the fitted curve at half-maximal effect; % is scaled to controls: 0 for no effect and ±100 for the full control effect
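Antiviral activity was scored by luciferase reporter output from cells infected with HCVcc-Cre (~0.5 moi) in presence of compound, 44 h infection period, cells seeded 1,000/well 4 h prior.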
LmPK inh – blocks Leishmania mexicana pyruvate kinase activity; Q27686; purified LmPK, Kinase-Glo ATP luminescence, 1 h; Potency, µM (top dose mostly 57.5 µM), for inactives: at the top dose activity change, negative = inhibition, actives largely listed as inhibitors; actives 0.37% (n = 290,000); also: potency is read from the fitted curve at half-maximal effect; % is scaled to controls: 0 for no effect and ±100 for the full control effect
Target sequence (Q27686 whole entry, looked up): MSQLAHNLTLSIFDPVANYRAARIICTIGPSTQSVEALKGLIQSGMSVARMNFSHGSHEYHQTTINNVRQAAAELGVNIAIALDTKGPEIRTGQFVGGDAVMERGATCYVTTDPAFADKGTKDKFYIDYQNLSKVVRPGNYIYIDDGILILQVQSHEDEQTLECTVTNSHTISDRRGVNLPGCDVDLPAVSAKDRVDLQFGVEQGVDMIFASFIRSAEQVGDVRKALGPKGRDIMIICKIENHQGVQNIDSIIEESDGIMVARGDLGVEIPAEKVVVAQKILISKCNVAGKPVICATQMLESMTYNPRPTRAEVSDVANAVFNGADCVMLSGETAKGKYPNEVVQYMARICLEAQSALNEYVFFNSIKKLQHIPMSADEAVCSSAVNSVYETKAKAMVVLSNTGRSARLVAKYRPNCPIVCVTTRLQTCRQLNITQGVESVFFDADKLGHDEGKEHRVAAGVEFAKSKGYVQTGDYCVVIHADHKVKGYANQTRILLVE
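0.1 nM LmPK, 0.5 mM PEP, 0.1 mM ADP; 50 mM imidazole pH 7.2, 7 mM MgCl2, 50 mM KCl; 1 h RT. Kinase-Glo luminescence readout, normalized to no-enzyme (full inhibition) and uninhibited wells.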
TbPYK inhibitor – T. brucei pyruvate kinase inhibition. Q57TT1. TbPYK enzyme, Kinase-Glo Plus ATP luminescence, 45 min. Potency, µM (highest dose often 76.8 µM), for inactives: top-dose activity, negative = inhibition, most hits filed as inhibitors. actives 0.12% (n = 410,000). AID 624173; also: potency is read from the fitted curve at half-maximal effect; % is scaled to controls: 0 for no effect and ±100 for the full control effect; nearly all actives have a fitted effect of over 50% in size
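ADP (130 uM final) triggers the TbPYK reaction after compound addition; incubation is 45 min at room temperature. Kinase-Glo Plus is then added and luminescence imaged. Normalized data are fitted to concentration-effect curves.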
Shiga toxin inh – Shiga toxin inhibition; Vero cells, Shiga toxin protein synthesis inhibition reporter; inhibition, % at 38.7 µM; actives 9.2% (n = 290,000); AID 2315; in the data active = inhibition mostly above about 28%, no sharp cut-off; inactive = mostly below about 43%; also: 0% is about no effect
* hit, by the source's call; i = inactive; ? = inconclusive; / = no result given; & = joins results of further samples; [ ] = dose if it differs, or a comment. Unless noted, calls follow the shape of the dose curve; as a rule, active = well fitted curve in the direction sought with a large enough effect; inconclusive = small, poorly fitted or top-dose-only effect, or another doubt; inactive = no such curve, though single readings can be large; an effect the other way counts as inactive or inconclusive.

Sequence of screens: Cycloheximide cs | HCV inh | Shiga toxin inh | Pf growth 96h | Pf growth 48h | LmPK inh | TbPYK inhibitor
Cc1ccc(NC(=O)CSc2nc(=O)n(CCCN3CCOCC3)c3c2CCCC3)c(C)c1
→ / | 16% | / | ? | ? | / | 1%
CCCS(=O)(=O)N1CCN(Cc2ccccc2C(F)(F)F)CC1
→ -2 | 2% | -3 | 75%[activator] | ? | -2% | 11%
COc1ccc(-c2nnc(SCC(=O)Nc3nncs3)o2)cc1
→ 11 | -6% | 22 | 18% | 9% | 8%[11.5 µM] | -1%
CCOC(=O)N1CCN(S(=O)(=O)Cc2ccccc2)CC1
→ -4 | 0% | -13 | -10% | 37%[activator] | -3% | 2%
CC1CCN(S(=O)(=O)c2cccc(C(=O)Nc3nncs3)c2)CC1
→ -2 | 12% | -5 | 26% | 24% | 3% | 3%
CCOc1cc(/C=N/NC(=O)CN2CCOCC2)ccc1OCc1ccc(Cl)cc1
→ 1 | -13% | -5 | 13µM* | ? | 2% | 2%
C=CCn1c(C)c(C(=O)OCC)c2cc(O)c3ccccc3c21
→ 0 | -19% | -3 | ? | -19% | 0% | -3%
Cc1ccc(CCN2CC(C(=O)NCc3ccc4c(c3)OCO4)CC2=O)cc1 (configuration not stated)
→ 1 | 19% | 13 | 13% | -10% | 2% | 2%
Nc1cc2nc3ccccc3nc2cc1N
→ 8 | ? | 21 | 53%[activator] | 44%[activator] | -27% | -7%
COC(=O)C(Cc1ccc(OC(=O)c2ccc(Cl)cc2)cc1)N1Cc2ccccc2C1=O (configuration not stated)
→ 44* | 3% | 126* | 170%[activator] | 79%[activator] | 0% | 1%
COc1ccc(S(=O)(=O)N2CCOC2CNC(=O)C(=O)NCCc2c[nH]c3ccccc23)cc1 (configuration not stated)
→ -5 | ? | -18 | ? | -25% | -4% | -11%
O=Cc1c(F)cccc1N1CCCC1
→ -1 | -3% | 8 | 10% | -16% | 4% | -5%
C=C1CN(Cc2ccccc2)S(=O)(=O)c2ccccc21
→ -9&-2&-5 | 2% | -8&-10&0 | -8% | ? | ? | -22%
O=C(NC1(C(F)(F)F)NC(=O)N(Cc2ccccc2)C1=O)c1cccnc1 (configuration not stated)
→ -5 | -3% | -23 | 2.9µM* | / | 4% | 5%
Cc1nn(-c2ccccc2)c(N)c1Sc1ccc([N+](=O)[O-])cc1
→ 20* | -24% | 12 | ? | 13% | 6% | -4%
COc1ccc2c(c1OC)C(=O)OC2CC(=O)c1ccc(O)c(O)c1 (configuration not stated)
→ -1 | 12% | -13 | 20% | / | -3% | -25%
O=c1oc2ccccc2nc1/C=C(O)/C=C\c1ccccc1
→ 36* | ? | 47* | -29% | 3% | 2% | -13%
O=C(O)C1CCN(C(=O)c2ccc(Cl)cc2)CC1
→ -2 | 7% | 19 | / | 12% | 2% | -5%
CCn1c(SCC(=O)Nc2ccccc2)nc2nc3c(cc2c1=O)COC(C)(C)C3
→ -2 | ? | 1 | ? | ? | 0% | 3%
Cc1ccc(-c2nc(=S)c3c(n2CC2CCCO2)CC(C)(C)OC3)cc1 (configuration not stated)
→ -3 | / | 8 | ? | / | -2% | -44%

17 consecutive entries from above:
Sequence of screens: Cycloheximide cs | HCV inh | Shiga toxin inh | Pf growth 96h | Pf growth 48h | LmPK inh | TbPYK inhibitor
CCOC(=O)N1CCN(S(=O)(=O)Cc2ccccc2)CC1
→ -4 | 0% | -13 | -10% | 37%[activator] | -3% | 2%
CC1CCN(S(=O)(=O)c2cccc(C(=O)Nc3nncs3)c2)CC1
→ -2 | 12% | -5 | 26% | 24% | 3% | 3%
CCOc1cc(/C=N/NC(=O)CN2CCOCC2)ccc1OCc1ccc(Cl)cc1
→ 1 | -13% | -5 | 13µM* | ? | 2% | 2%
C=CCn1c(C)c(C(=O)OCC)c2cc(O)c3ccccc3c21
→ 0 | -19% | -3 | ? | -19% | 0% | -3%
Cc1ccc(CCN2CC(C(=O)NCc3ccc4c(c3)OCO4)CC2=O)cc1 (configuration not stated)
→ 1 | 19% | 13 | 13% | -10% | 2% | 2%
Nc1cc2nc3ccccc3nc2cc1N
→ 8 | ? | 21 | 53%[activator] | 44%[activator] | -27% | -7%
COC(=O)C(Cc1ccc(OC(=O)c2ccc(Cl)cc2)cc1)N1Cc2ccccc2C1=O (configuration not stated)
→ 44* | 3% | 126* | 170%[activator] | 79%[activator] | 0% | 1%
COc1ccc(S(=O)(=O)N2CCOC2CNC(=O)C(=O)NCCc2c[nH]c3ccccc23)cc1 (configuration not stated)
→ -5 | ? | -18 | ? | -25% | -4% | -11%
O=Cc1c(F)cccc1N1CCCC1
→ -1 | -3% | 8 | 10% | -16% | 4% | -5%
C=C1CN(Cc2ccccc2)S(=O)(=O)c2ccccc21
→ -9&-2&-5 | 2% | -8&-10&0 | -8% | ? | ? | -22%
O=C(NC1(C(F)(F)F)NC(=O)N(Cc2ccccc2)C1=O)c1cccnc1 (configuration not stated)
→ -5 | -3% | -23 | 2.9µM* | / | 4% | 5%
Cc1nn(-c2ccccc2)c(N)c1Sc1ccc([N+](=O)[O-])cc1
→ 20* | -24% | 12 | ? | 13% | 6% | -4%
COc1ccc2c(c1OC)C(=O)OC2CC(=O)c1ccc(O)c(O)c1 (configuration not stated)
→ -1 | 12% | -13 | 20% | / | -3% | -25%
O=c1oc2ccccc2nc1/C=C(O)/C=C\c1ccccc1
→ 36* | ? | 47* | -29% | 3% | 2% | -13%
O=C(O)C1CCN(C(=O)c2ccc(Cl)cc2)CC1
→ -2 | 7% | 19 | / | 12% | 2% | -5%
CCn1c(SCC(=O)Nc2ccccc2)nc2nc3c(cc2c1=O)COC(C)(C)C3
→ -2 | ? | 1 | ? | ? | 0% | 3%
Cc1ccc(-c2nc(=S)c3c(n2CC2CCCO2)CC(C)(C)OC3)cc1 (configuration not stated)
→ -3 | / | 8 | ? | / | -2% | -44%

Entries of single compounds as entered above. Values in the order: Cycloheximide cs, HCV inh, Shiga toxin inh, Pf growth 96h, Pf growth 48h, LmPK inh, TbPYK inhibitor
Profile of COc1ccc2c(c1OC)C(=O)OC2CC(=O)c1ccc(O)c(O)c1 (configuration not stated) → -1, 12%, -13, 20%, /, -3%, -25%
Profile of O=c1oc2ccccc2nc1/C=C(O)/C=C\c1ccccc1 → 36*, ?, 47*, -29%, 3%, 2%, -13%

Remaining list, next part:
Sequence of screens: Cycloheximide cs | HCV inh | Shiga toxin inh | Pf growth 96h | Pf growth 48h | LmPK inh | TbPYK inhibitor
COc1ccc(-c2nc(C#N)c(N3CC(C)OC(C)C3)o2)cc1OC (configuration not stated)
→ 1 | 4% | 10 | / | 21% | 1% | 2%
COc1ccc(N2C(=O)CC(Nc3ccc(F)cc3)C2=O)c([N+](=O)[O-])c1 (configuration not stated)
→ 4 | 6% | -9 | -12% | 40%[activator] | 5% | 1%
COc1ccc(CNC(=O)CSc2ncn[nH]2)cc1OC
→ 0 | 5% | -11 | 1% | 0% | 4% | 0%
COc1cc([N+](=O)[O-])ccc1N1C(=O)C2C3C=CC(C4CC34)C2C1=O (configuration not stated)
→ 12 | 7% | 15 | -4% | 55%[activator] | 0% | -26%
COc1cc(C2C3C(=O)N(c4ccc(F)cc4)C(=O)C3ON2c2ccccc2)ccc1O (configuration not stated)
→ 1 | -10% | -15 | 0% | 1% | 3% | 6%
COc1ccc(-c2cc(C3CC3)nc(N)c2C#N)cc1
→ 8 | ? | 4 | -17% | -24% | 2% | -13%
Cc1cccc(NC(=O)c2cnc3n(c2=O)CCS3)c1
→ 21* | 5% | 17* | 1% | 131%[activator] | -4% | 2%
COc1cccc(NC(=O)CCC(=O)Nc2cccc(OC)c2)c1
→ -2 | 6% | 19 | 5% | 13% | 5% | -7%
CCc1ccccc1NC(=O)c1cc(=O)c2ccccc2o1
→ 13 | 11% | 17 | -1% | 8% | -1% | -2%
Cc1ccc2c(CN3CCCCC3C)cc(=O)oc2c1 (configuration not stated)
→ 5 | -2% | 6 | -7% | 12% | -1% | -6%
CCc1ccc(CN(C)C(=O)CCc2nnc(CCc3ccccc3OC)o2)nc1
→ -4 | ? | 18 | 1% | -10% | 4% | 4%
CC1CC1C(=O)N1CCN(S(=O)(=O)c2cc(C(F)(F)F)cc(C(F)(F)F)c2)CC1 (configuration not stated)
→ / | ? | / | ? | ? | / | 2%
Cn1c(=O)c2c(nc(NCCCO)n2C/C=C/c2ccccc2)n(C)c1=O
→ -3 | -15% | -21 | -5% | ? | 0% | 0%
c1cc2c(cc1NC1CCCCCC1)OCO2
→ 16* | 18% | 11 | ? | 1% | -10% | -38%
CCN(CC)C(=O)C(=O)c1cccn1-c1c(Cl)cccc1C#N
→ 3 | 20% | 3 | 9% | -4% | 2% | 1%
COC(=O)COc1ccc(S(=O)(=O)NCC2CCCO2)cc1Cl (configuration not stated)
→ -1 | 7% | -8 | / | -3% | 1% | 1%
COC(=O)c1cc(C(=O)N2CCN(C(=O)c3ccco3)CC2)cc([N+](=O)[O-])c1
→ -3 | -12% | -4 | 4% | ? | 6% | -8%
CN(C)S(=O)(=O)c1ccc(C(=O)NCc2nc3ccccc3s2)cc1
→ 13 | -23% | 24 | -11% | -7% | 1% | 4%
O=C1NC2(CCCCC2)N(C(=O)c2ccccc2)C2=C1CCCC2
→ -1 | 3.2µM* | -2 | ? | -7% | 1% | 1%
Cc1cc(-c2nnc3n2N=C(c2ccccc2)CS3)n[nH]1
→ 2 | ? | -2 | ? | -3% | -5% | -5%
COC(=O)c1sccc1-n1cccc1C(=O)C(=O)N1CCCC1
→ -2 | 29% | 32 | 65%[activator] | 48%[activator] | -2% | 2%
CC(C)Sc1nc2ccccc2[nH]1
→ 8 | 7% | 28 | 2% | -13% | 3% | 2%
COc1ccc(S(=O)(=O)N2CCC(C(=O)NCCC(=O)NC3CC3)CC2)cc1
→ -2 | 9% | 13 | 45%[activator] | 38%[activator] | 0% | -11%
O=C(c1ccc(Cl)cc1Cl)c1ncc(C(F)(F)F)cc1Cl
→ -4 | 2% | -2 | 0% | 3% | -1% | -8%
CC(C(=O)Nc1ccc2[nH]c(=O)[nH]c2c1)N1CCN(Cc2ccc3c(c2)OCO3)CC1 (configuration not stated)
→ / | -8% | / | ? | -21% | / | -1%
COc1ccc(-n2cc(CNCCCN3CCCC3=O)c(-c3ccccc3Cl)n2)cc1
→ 0 | -9% | -7 | ? | ? | 2% | -9%
O=C(/C=C/Nc1cccc(F)c1)c1ccco1
→ 35* | -1% | 76* | ? | / | ? | -4%
COc1ccc(C(=O)C(CO)Oc2ccccc2OC)cc1OC (configuration not stated)
→ 8 | 13% | -4 | ? | 12% | 2% | 0%
CCOc1ccccc1OCCCC(=O)NC1CCCc2ccccc21 (configuration not stated)
→ 1 | 12% | -8 | ? | -13% | 0% | -5%
COc1cc2nc(N(CCN(C)C)C(=O)c3ccc4ccccc4c3)sc2cc1OC
→ -2 | ? | -6 | 9% | 22% | 2% | 4%
CCN(CC)S(=O)(=O)c1ccc(C(=O)Nc2c3c(nn2C(C)(C)C)CS(=O)(=O)C3)cc1
→ -3 | 12% | 5 | 9% | -12% | 3% | 2%
Fc1ccc(OCc2nc3ccccc3s2)cc1
→ 52* | 9% | 114* | ? | i | ? | -1%
COC(=O)c1ccc(Oc2nc(Nc3ccccc3)nc(N(C)C)n2)cc1
→ 1 | 11µM* | -7 | -6%[5.75 µM] | ? | -2% | 3%

Screening results: PubChem BioAssay, National Center for Advancing Translational Sciences (NCATS)

An unsorted share of the library; any-hit rate near 24%.
